Compound activity from PubChem.
SSB-PriA inh: inhibitors of Klebsiella pneumoniae PriA binding to SSB C-terminal tail; inhibition, % at 33 µM; AlphaScreen SSBct-PriA binding, biotinylated peptide; AID 1272365; hit rate 0.6% among 430,000; in the data active = inhibition mostly above about 37%, no sharp cut-off; inactive = mostly below about 20%;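 note: plate controls were negative control peptide for no effect and reference peptide for full effect; strong numbers were not always called active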
Vc quorum ag: inducers of Vibrio cholerae quorum light production without autoinducers. AID 588436. activation, % at 18.7 µM. V. cholerae BH1578 lux reporter, luminescence, 6 h. hit rate 0.16% among 350,000; in the data active = activation mostly above about 9.7%, no sharp cut-off; inconclusive = no clear call, values can overlap the other calls; inactive = mostly below about 3.7%; note: not every result past the cut was called active; inactives centre near 0; reference of the scale not given here
PfHsp40 rescue: restores yeast growth despite PfHsp40 toxicity. S. cerevisiae expressing PfHsp40, growth rescue, ATP luminescence. growth rescue, % at 12.5 µM. hit rate 0.68% among 340,000. AID 504582; in the data active = growth rescue above about 28%, passing the limit was not always enough; inconclusive = no clear call, values can overlap the other calls;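 note: yeast W303a lacking pdr1 and pdr3 grown in galactose medium; growth measured after three days at 30 °C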
TcdB inh: inhibitors of Clostridioides difficile toxin B glycohydrolase; hit rate 0.24% among 350,000; inhibition, % at 9.99 µM; AID 652162; TcdB glycohydrolase enzymatic assay, plate reader; in the data active = inhibition above about 10%
Y pestis TopoI: inhibitors of Yersinia pestis topoisomerase I; Y. pestis Topo-I cleavage product accumulation, plate reader; hit rate 0.064% among 360,000; activity, % at 10 µM; in the data active = activity above about 50%, passing the limit was not always enough; inconclusive = no clear call, values can overlap the other calls; note: inactives centre near 2
3CLpro inhibitor: SARS-CoV 3CLpro protease inhibition; hit rate 0.14% among 290,000; AID 1706; P0C6X7; recombinant SARS-CoV 3CLpro, quenched FRET peptide cleavage; inhibition, % at 6 µM; in the data active = inhibition above about 12%
PrPC surface inh: cell surface PrPC inhibition, primary TR-FRET screen; P04156; TR-FRET read-out; inhibition, % at 13.8 µM; hit rate 0.43% among 370,000; in the data active = inhibition above about 24%; note: 0% = median of the test wells and 100% = reference compound wells
Anthrax LF prot: anthrax lethal factor protease inhibition. P15917. multiplex microsphere protease cleavage assay, LF. inhibition, % at 10 µM. hit rate 0.12% among 360,000. AID 588501; note: plate controls were buffer without enzyme for full effect and enzyme alone for no effect
Target sequence (P15917 whole entry, looked up): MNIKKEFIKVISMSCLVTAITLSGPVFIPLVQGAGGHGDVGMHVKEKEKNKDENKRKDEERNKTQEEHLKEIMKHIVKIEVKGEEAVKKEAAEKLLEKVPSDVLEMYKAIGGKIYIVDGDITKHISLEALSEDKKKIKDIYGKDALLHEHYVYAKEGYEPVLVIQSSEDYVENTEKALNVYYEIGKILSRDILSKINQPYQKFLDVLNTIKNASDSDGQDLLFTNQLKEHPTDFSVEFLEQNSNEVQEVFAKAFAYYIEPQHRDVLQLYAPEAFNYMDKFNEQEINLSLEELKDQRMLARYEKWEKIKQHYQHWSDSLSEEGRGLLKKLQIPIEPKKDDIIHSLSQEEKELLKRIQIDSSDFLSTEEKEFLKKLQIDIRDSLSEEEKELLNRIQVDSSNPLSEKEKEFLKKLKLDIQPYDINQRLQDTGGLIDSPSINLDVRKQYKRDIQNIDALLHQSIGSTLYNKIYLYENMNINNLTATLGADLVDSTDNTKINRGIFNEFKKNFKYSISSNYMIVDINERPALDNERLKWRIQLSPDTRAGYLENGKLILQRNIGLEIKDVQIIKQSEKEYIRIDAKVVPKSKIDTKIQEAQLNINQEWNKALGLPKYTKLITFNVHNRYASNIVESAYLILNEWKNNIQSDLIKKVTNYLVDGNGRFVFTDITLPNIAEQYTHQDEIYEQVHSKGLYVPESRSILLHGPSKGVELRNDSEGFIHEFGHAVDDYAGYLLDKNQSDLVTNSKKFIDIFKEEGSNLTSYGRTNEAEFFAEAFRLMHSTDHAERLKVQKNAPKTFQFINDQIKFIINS
BoNT-A LC inh2: inhibitors of Botulinum neurotoxin A light chain protease; multiplex microsphere protease substrate cleavage, flow cytometry; AID 588499; inhibition, % at 10 µM; hit rate 0.17% among 360,000; note: plate controls were buffer without enzyme for full effect and enzyme alone for no effect
* marks the source's active call; other numbers are inactive results; i = inactive; ? = inconclusive; . = not tested or not shown; & = joins results of further samples. Cut-off read from the data, not from the text of the source, unless noted: active = inhibition above about 30%; inconclusive = no clear call, values can overlap the other calls; inactive = below that.

SMILES	SSB-PriA inh	Vc quorum ag	PfHsp40 rescue	TcdB inh	Y pestis TopoI	3CLpro inhibitor	PrPC surface inh	Anthrax LF prot	BoNT-A LC inh2
CC(C)CN(C(=O)CN(C)C(=O)Cc1c(F)cccc1Cl)c1c(N)n(CC(C)C)c(=O)[nH]c1=O	.	i	.	-1.1	2.9	.	10.0	-6.6	-0.6
CCOc1ccc(/C=N/NC(=O)c2nnn(-c3nonc3N)c2-c2cccs2)cc1	.	-0.3	0.3	0.4	11.8	2.8	-4.5	-0.2	-0.9
O=C(Cn1ccc(NC(=O)OCc2ccccc2)nc1=O)NCCN1CCOCC1	-15.3	i	-0.6	0.9	2.3	.	-3.0	3.9	-0.4
CC(OC(=O)CCc1nc2ccccc2[nH]c1=O)C(=O)c1ccccc1 (stereo not given)	7.3	-0.3	0.2	.	1.7	0.3	-3.1	11.9	0.5
O=C(/C=C/c1ccccc1Cl)Nn1cnc2ccccc2c1=O	0.2	-0.3	-1.2	.	-6.5	5.2	-2.0	1.7	-0.3
COc1ccc(N2CCN(CCCn3cnc4c(SC)ncnc43)CC2)cc1	.	i	.	1.0	-1.0	.	1.5	-0.4	0.4
COC(=O)C1=C(N)OC2=C(C(=O)CCC2)C1c1cccs1 (stereo not given)	-11.7	-0.6	0.6	.	4.7	5.4	-2.1	5.4	1.1
CC(/C=C/c1ccccc1)=N/NC(=O)C(O)c1ccccc1 (stereo not given)	.	-5.6	-0.8	-1.8	2.2	2.6	-0.1	-0.2	-0.9
CC(=O)c1ccc(OCCCCCCCOc2ccc(C(C)=O)cc2)cc1	-3.4	-0.9	0.7	.	49.8	0.1	.	-5.9	0.9
Cc1c(C(=O)N(Cc2ccncc2)CC2CCCO2)oc2c(F)cccc12 (stereo not given)	6.0	i	-0.9	0.8	-0.3	7.0	7.7	0.3	0.4
CCCC(C)(C)C(=O)N1CCC1(C)C(=O)NS(=O)(=O)c1ccc(Br)cc1 (stereo not given)	.	-0.7	.	-1.5	5.9	.	-2.5	4.6	0.1
O=C(NCCO)/C(=C/c1ccc2c(c1)OCO2)NC(=O)c1ccc(Br)cc1	-17.1	-0.3	-1.1	1.3	2.1	7.0	0.5	0.6	-0.4
O=C1OC(c2cccs2)Sc2ccccc21 (stereo not given)	.	.	.	0.2	.	.	-3.5	-1.3	-1.0
O=C(CSC1=NCCS1)N1CCCCCC1	-15.6	i	1.0	.	3.7	3.0	4.1	-2.4	-0.2
Cc1cccc(N(CC(=O)O)CC(=O)O)c1	3.8	i	0.6	.	-2.1	6.3	1.4	-1.7	0.3
COc1ccc(C2(CNC(C)=O)CCOCC2)cc1OC	-1.7	-0.3	0.4	0.3	0.5	-3.0	-0.9	-2.1	-0.9
CN(c1ccccc1C(=O)Nc1ccc(S(=O)(=O)N2CCOCC2)cc1)S(C)(=O)=O	-3.4	i	-1.2	.	-2.0	-7.3	-2.6	3.1	0.5
CCOC(=O)C1=C(C)NC(=O)CC1c1ccccc1OC (stereo not given)	-11.7	-0.2	0.1	-0.2	1.9	2.4	-2.1	-6.1	-1.9
Cc1ccc2cc(COC(=O)c3ccncc3)c(=O)[nH]c2c1	-3.8	i	1.1	.	1.7	-5.2	-0.8	-6.1	-1.9
O=C(NCc1ccccn1)c1nc(Cn2ccc([N+](=O)[O-])n2)no1	-9.2	-0.1	?	0.8	2.0	0.2	-11.2	5.3	-2.9
COc1nc(Nc2ccc([N+](=O)[O-])cc2)nc(NC2CCCCC2)n1	-0.9	i	?	-0.6	-11.5	-2.3	-1.9	-2.8	-1.1
Cc1ccc(C(NC(=O)N2CCCC2)C(Cl)(Cl)Cl)cc1F (stereo not given)	6.3	i	-0.5	0.6	1.6	3.0	7.5	-2.7	-0.1
O=C(CCN1C(=O)c2ccncc2C1=O)Nc1ccc2c(c1)OCCO2	2.8	-0.3	-2.3	.	-1.8	1.2	-5.9	-0.2	0.4
CC(=O)NC(c1cc(F)c2cccnc2c1O)C1CC1 (stereo not given)	1.2	i	-0.4	-3.2	-5.0	.	-2.0	-0.2	0.2
CCn1c(SCC(=O)N2CCCCC2)nnc1-c1ccc(S(=O)(=O)N2CCN(C)CC2)cc1	-3.3	1.3	-0.8	.	18.4	-0.6	-1.7	0.1	0.8

More results follow.
SMILES	SSB-PriA inh	Vc quorum ag	PfHsp40 rescue	TcdB inh	Y pestis TopoI	3CLpro inhibitor	PrPC surface inh	Anthrax LF prot	BoNT-A LC inh2
Cc1ccc(S(=O)(=O)Nc2ccc(F)c(S(=O)(=O)N3CCOCC3)c2)cc1	-5.2	i	0.1	0.5	-3.3	.	9.4	3.9	-0.5
O=C(COC(=O)c1cc(S(=O)(=O)N2CCCCC2)ccc1N1CCOCC1)NC1CCCCC1	-0.3	-0.4	0.0	.	18.1	-3.9	6.8	0.6	0.2
O=C1COc2ccc(C(=O)COC(=O)c3cc(S(=O)(=O)NCc4ccccc4)ccc3O)cc2N1	-5.7	-0.3	1.9	0.7	34.3	2.5	-0.7	-5.4	-0.3
Cc1noc(C)c1NC(=O)Nc1cccc2c1O[C@H](CN(C)S(C)(=O)=O)[C@@H](C)CN([C@H](C)CO)C2=O	-7.1	i	-0.7	-0.1&0.3	1.6	.	-0.6	0.8	0.4
CC(=O)Nc1ccc(C=C(C(C)=O)C(C)=O)cc1	-8.2	0.6	1.0	-0.4	-5.8	-1.6	-6.5	-11.3	?
Cc1ccccc1NC(=O)Cc1nc(COC(=O)CCOc2ccccc2)cs1	-9.7	i	0.3	1.0	27.8	0.2	-3.0	2.4	0.7
COc1cc(CO)cc(Br)c1OCC(=O)N1CCCCC1	-8.2	i	1.1	.	6.3	-0.8	2.7	-3.8	3.0
C/C(=N/NC(=O)Cc1cc(=O)[nH][nH]1)c1ccc([N+](=O)[O-])cc1	.	-0.3	-0.5	.	-3.3	3.9	-12.4	-2.0	-0.5
CC(C)=N/N=C1/NC(=O)C(c2ccccc2)S1 (stereo not given)	.	i	-1.8	1.0	3.0	.	4.7	-5.3	-0.3
CCN(CC)S(=O)(=O)c1ccc(N2CCN(C)CC2)c(NC(=O)c2cc(=O)c3ccccc3o2)c1	-8.5	-1.5	0.3	2.9	1.2	-1.4	-0.3	-3.2	-1.1
COc1ccc(C(NC=O)c2cc(OC)c(OC)cc2Br)cc1OC (stereo not given)	3.6	-0.1	0.0	1.4	-0.2	0.4	3.4	0.9	-1.1
O=C(NCCCNc1ccc(C(F)(F)F)cc1[N+](=O)[O-])c1cc(F)c(F)cc1Cl	-5.6	5.6	0.1	.	5.2	-2.2	-0.1	-4.7	-0.1
Cc1ccc(/C=C2\C(=O)NC(=S)N(c3cccc(F)c3)C2=O)o1	-2.8	i	-0.8	1.9	-1.6	1.3	-0.7	-11.2	-11.8
COC(=O)CC1C(=O)NCCN1C(=O)NC1CCCCC1 (stereo not given)	-17.8	i	-1.5	.	7.7	4.0	-2.6	-9.0	-1.0
O=C(CSc1nnnn1-c1ccccc1)Nc1ccc(Cl)cc1	-8.1	-0.3	-1.2	.	16.7	-3.9	3.1	-3.4	-1.0
CC1(C(=O)NCCC#N)CCN1C(=O)C1(c2ccccc2)CCCC1 (stereo not given)	.	i	.	0.4	4.4	.	-6.3	-8.5	0.4
CC1CN(CC(=O)NCc2ccc(Cl)cc2)CC(C)O1 (stereo not given)	-12.8	i	-0.7	0.2	3.3	0.4	0.2	1.8	-0.1
COCCNC(=O)COCc1cc(-c2ccc3c(c2)OCO3)on1	-1.5	-0.8	-0.2	-0.6	0.3	-2.9	6.8	-3.0	-1.4
CC(C)C(NC(=O)CCNC(=O)c1ccc([N+](=O)[O-])cc1)c1nc2ccccc2[nH]1 (stereo not given)	-6.0	i	0.9	-0.2	-4.3	.	-24.4	4.4	-0.8
CN(CC(=O)Nc1ccc(F)cc1)C(=O)c1cccc(NS(=O)(=O)c2ccccc2)c1	-2.6	-0.4	-0.4	1.1	-14.0	.	-1.2	-1.5	-0.1
Cc1ccc(S(=O)(=O)N2CCCCC2)cc1C(=O)OC(C)C(=O)NC1CCCCC1C (stereo not given)	1.3	-2.9	1.0	-1.0	24.5	.	4.2	0.6	-1.3
CCc1cc2c(=O)n(Cc3ccccc3)c(SC3CCOC3=O)nc2s1 (stereo not given)	-3.2	i	0.6	0.6	17.6	-0.3	1.7	-1.4	0.0
COC(=O)[C@@]12CCCCN1[C@H](c1ccc(-c3ccc4c(c3)OCO4)cc1)[C@H]1C(=O)N(C)C(=O)[C@H]12	3.7	i	2.8	-0.5	28.2	.	0.2	1.3	0.2
CCCCC1S/C(=N/N=C/c2cccs2)NC1=O (stereo not given)	.	i	-0.9	.	-2.6	6.3	5.6	-1.3	-1.1
CCN(CC)C(=O)CSC1=N/C(=C/c2ccco2)C(=O)N1c1ccc(OC)c(Cl)c1	7.0	-1.5	-0.3	1.1	7.8	0.5	-4.7	-0.1	1.2

Gathered by group, the entries above containing bromine (4)
SMILES	SSB-PriA inh	Vc quorum ag	PfHsp40 rescue	TcdB inh	Y pestis TopoI	3CLpro inhibitor	PrPC surface inh	Anthrax LF prot	BoNT-A LC inh2
CCCC(C)(C)C(=O)N1CCC1(C)C(=O)NS(=O)(=O)c1ccc(Br)cc1 (stereo not given)	.	-0.7	.	-1.5	5.9	.	-2.5	4.6	0.1
O=C(NCCO)/C(=C/c1ccc2c(c1)OCO2)NC(=O)c1ccc(Br)cc1	-17.1	-0.3	-1.1	1.3	2.1	7.0	0.5	0.6	-0.4
COc1cc(CO)cc(Br)c1OCC(=O)N1CCCCC1	-8.2	i	1.1	.	6.3	-0.8	2.7	-3.8	3.0
COc1ccc(C(NC=O)c2cc(OC)c(OC)cc2Br)cc1OC (stereo not given)	3.6	-0.1	0.0	1.4	-0.2	0.4	3.4	0.9	-1.1

The list goes on:
SMILES	SSB-PriA inh	Vc quorum ag	PfHsp40 rescue	TcdB inh	Y pestis TopoI	3CLpro inhibitor	PrPC surface inh	Anthrax LF prot	BoNT-A LC inh2
CCOC(=O)C1=C[C@@H](C(C)(C)C)N(S(=O)(=O)c2ccc(OC)cc2)[C@H]1c1ccccc1	.	.	.	2.0	.	.	13.3	-5.6	0.5
CCOCCOC(=O)c1ccc(-n2cnc(C)n2)nc1	-13.7	-0.3	-0.1	-1.0	-2.5	2.3	0.1	-1.3	0.0
CCN(CC)CCCNC(=O)c1sc2nc(-c3ccc(F)cc3)cn2c1C	-5.2	.	-0.1	.	-14.9	-4.6	-10.1	1.4	0.6
CCOC(=O)C(=O)C1=C(N2CCOCC2)/C(=C\c2cccc([N+](=O)[O-])c2)CC1	-1.8	-0.2	-1.1	-1.3	-2.5	6.5	-10.7	-1.4	-0.4
O=C(COC(=O)c1ccc(S(=O)(=O)Nc2ccccc2)cc1)NCCN1C(=O)CSC1=O	12.5	i	-1.5	.	-0.9	-2.2	-1.3	-5.5	0.3
O=C(CSc1ccccc1F)NC(=O)c1ccc(Cl)cc1	-10.1	0.1	0.1	0.1	3.0	.	-2.8	-0.6	-0.6
Cc1ccc(CSc2nnc(C(F)(F)F)n2Cc2ccc(F)cc2)cc1	-85.4	-2.2	38.3*	0.8	26.5	4.5	.	0.8	0.7
Cn1nnnc1SCC(=O)Nc1ccccc1N1CCOCC1	-19.4	i	0.3	.	4.2	-6.4	-5.0	0.0	0.0
Cc1cc(C)cc(NC(=O)Cn2nnc(C(=O)NCc3ccc(F)cc3)c2N)c1	-7.3	-0.5	-0.2	-0.2	10.3	6.2	1.3	-0.4	-0.7
O=C(CSc1nnc2ccccn12)Nc1ccccc1[N+](=O)[O-]	.	-0.5	.	0.7	4.8	.	-20.9	-5.3	-0.2
CC(=O)c1ccc(N2CCN(C(=O)c3cccc(Oc4ccccc4)c3)CC2)cc1	-4.3	i	0.6	1.0	2.8	-0.3	8.1	-0.1	-0.1
OCc1cc(Br)ccc1OCc1nc2ccccc2s1	-23.7	i	0.2	0.5	20.3	-6.5	.	-8.6	-3.3
Cc1ccc(C)c(OCCNc2ccc([N+](=O)[O-])cn2)c1	-6.9	i	2.0	1.6	3.5	1.8	8.6	-4.0	0.0
C=CCOn1c(=O)c(C)[n+]([O-])c2ccccc21	-31.8	i	-1.2	.	0.7	4.0	-14.4	-0.9	0.5

This is a subset, so the mix of outcomes need not match the whole.
